Assay outcomes: PubChem BioAssay, National Center for Advancing Translational Sciences (NCATS)
ALOX12 inhib: qHTS Assay for Inhibitors of 12-hLO (12-human lipoxygenase) | Potency, µM (top dose mostly 57.1 µM), inactives show at the highest dose activity change, negative = inhibition, usual class: inhibitors | purified 12-hLO, xylenol orange hydroperoxide absorbance | actives 0.12% (n = 150,000) | Polyunsaturated fatty acid lipoxygenase ALOX12 (Homo sapiens), P18054; also: potency is read from the fitted curve at half-maximal effect; nearly all actives have a fitted effect of over 55% in size; many of its hits are not listed in these tables
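Purified human 12hLO (150 nM final) was preincubated with compounds for 15 min at room temperature in 25 mM Hepes pH 7.0, 0.01% Triton X-100, then reacted with 40 uM arachidonic acid for 30 min. Hydroperoxide was detected with ferrous iron/xylenol orange.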
PNC assembly inh: High Content Assay for Compounds that inhibit the Assembly of the Perinucleolar Compartment. PC3M PTB-GFP, PNC prevalence imaging, 16 h; stronger effect = lower value. activity change (PNC), negative = inhibition, % at 10 µM. actives 3.1% (n = 140,000);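 active = readout at or below -70, meaning at least 70% loss of cells showing the perinucleolar compartment, a nuclear body marking cancer cells; inconclusive = readout between -30 and a set limit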;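 also: plate controls were DMSO wells for no effect and camptothecin positive control wells for full effect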
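Compounds are pinned in duplicate onto adhered PC3M cells stably expressing GFP-tagged PTB and incubated 16 h at 37 C. Cells are then fixed, nuclei stained with Hoechst, and PNC-positive cells counted.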
IMPase cell inh: qHTS Assay for Identifying the Cell-Membrane Permeable IMPase Inhibitors | inhibition (IP1 accumulation), % at 46.1 µM | AID 901, 2007 | Inositol monophosphatase 1 (Rattus norvegicus), P97697 | CHO-M1 cells, IP1 accumulation, HTRF TR-FRET ratio | 120,000 tested, under 10 active; active = well fitted curve in the direction sought with a large enough effect in the signal ratio, not every such curve was filed as active; inconclusive = small, poorly fitted or top-dose-only effect, or a change in a side signal; inactive = no such curve, though single readings can be large or run the other way; the % refers to the signal ratio;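 also: cells stimulated with carbachol in lithium chloride buffer; plate controls were DMSO basal wells for no effect and reference inhibitor wells for full effect; higher means more IMPase inhibition seen as more IP1 and lower FRET ratio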
Target sequence (P97697 whole entry, looked up): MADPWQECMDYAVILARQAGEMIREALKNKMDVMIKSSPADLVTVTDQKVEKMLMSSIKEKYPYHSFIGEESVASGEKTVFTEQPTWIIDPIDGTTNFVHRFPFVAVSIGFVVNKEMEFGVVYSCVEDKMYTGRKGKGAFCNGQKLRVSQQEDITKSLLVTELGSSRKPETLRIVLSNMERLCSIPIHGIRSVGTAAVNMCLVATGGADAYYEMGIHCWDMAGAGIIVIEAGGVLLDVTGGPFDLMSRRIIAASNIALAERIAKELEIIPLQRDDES
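Seeded CHO-M1 cells were dosed with compound at up to 46 uM, stimulated with carbachol for 30 min, then lysed in IP-One detection reagents. Higher IP1 lowers the TR-FRET signal.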
ALOX15B inhib: qHTS Assay for Inhibitors of 15-hLO-2 (15-human lipoxygenase 2); actives 0.56% (n = 110,000); purified 15hLO-2, xylenol orange hydroperoxide absorbance; AID 881, 2007; Potency, µM (titrated, usually from 57.1 µM), for inactives: at the top dose activity change, negative = inhibition, hits mostly inhibitors; also: potency is read from the fitted curve at half-maximal effect; nearly all actives have a fitted effect of over 60% in size; many of its hits are not listed in these tables
Target sequence (O15296 whole entry, looked up): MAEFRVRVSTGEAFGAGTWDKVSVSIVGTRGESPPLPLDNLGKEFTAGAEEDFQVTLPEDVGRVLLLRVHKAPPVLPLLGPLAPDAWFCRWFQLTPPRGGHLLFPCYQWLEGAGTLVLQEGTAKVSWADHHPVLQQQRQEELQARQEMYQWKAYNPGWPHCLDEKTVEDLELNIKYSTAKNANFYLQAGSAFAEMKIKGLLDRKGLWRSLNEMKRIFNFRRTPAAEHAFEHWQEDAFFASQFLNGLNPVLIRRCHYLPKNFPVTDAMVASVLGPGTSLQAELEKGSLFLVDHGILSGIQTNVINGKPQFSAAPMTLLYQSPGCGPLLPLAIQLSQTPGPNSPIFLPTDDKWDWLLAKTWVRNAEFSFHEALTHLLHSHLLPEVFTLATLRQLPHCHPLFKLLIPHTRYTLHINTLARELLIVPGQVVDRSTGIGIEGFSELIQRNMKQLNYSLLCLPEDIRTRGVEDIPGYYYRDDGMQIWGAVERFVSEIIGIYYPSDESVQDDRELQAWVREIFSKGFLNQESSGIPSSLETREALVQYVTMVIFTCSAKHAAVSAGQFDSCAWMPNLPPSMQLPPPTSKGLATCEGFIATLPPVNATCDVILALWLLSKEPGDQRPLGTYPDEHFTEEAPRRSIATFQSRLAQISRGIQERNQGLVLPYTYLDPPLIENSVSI
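Purified human 15hLO-2 (50 nM) preincubated 15 min with compound, then 45 uM arachidonic acid for 90 min at RT in 25 mM Hepes pH 7.5, 0.01% Triton X-100. Hydroperoxide detected by Fe-xylenol orange; 573/405 nm absorbance ratio.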
The depositor's hits bear a star; [ ] = another dose, or the depositor's remark. Unless noted, calls follow the shape of the dose curve; as a rule, active = well fitted curve in the direction sought with a large enough effect; inconclusive = small, poorly fitted or top-dose-only effect, or another doubt; inactive = no such curve, though single readings can be large; an effect the other way counts as inactive or inconclusive. Unless noted, % is scaled to controls: 0 for no effect and ±100 for the full control effect.

For O=C(NC1CCCCC1)C(c1ccco1)N(CCc1ccccc1)C(=O)C(F)(F)F (stereo not drawn) the results were ALOX12 inhib -3%, PNC assembly inh 27 and IMPase cell inh 12.
COc1cc(-n2c(=O)c3ccccc3n(Cc3ccccc3)c2=O)cc(OC)c1OC was read as ALOX12 inhib -1%, PNC assembly inh -28, IMPase cell inh inconclusive and ALOX15B inhib -25%.
`Cc1ccc(-n2ncc3c(=O)n(CC#N)cnc32)cc1` gave ALOX12 inhib -6%, PNC assembly inh 31, IMPase cell inh -10 and ALOX15B inhib 9%.
`CN(C)CCNc1ccccn1` gave ALOX12 inhib 0%[11.4 µM] and ALOX15B inhib -3%[11.4 µM].
`O=C(c1ccncc1)N1CCC2(CCCN(c3ncccn3)C2)CC1` gave ALOX12 inhib 0% and ALOX15B inhib 3%.
For Cc1cc(Cl)cc(Cl)c1CNc1c([N+](=O)[O-])c(=O)oc2ccccc12 the results were ALOX12 inhib 2% and PNC assembly inh -21.
Screening COC(=O)/C(C(C)=O)=C(/C=C/C=C/N(C)C)N(C)C returned ALOX12 inhib -24%, PNC assembly inh 3, IMPase cell inh 3 and ALOX15B inhib -25%.
`CCn1c2ccc(C)cc2c2nnc(NN)nc21` gave ALOX12 inhib 1% and PNC assembly inh 49.
CCCn1nnnc1NC(=O)c1cccs1 was read as ALOX12 inhib -2%, PNC assembly inh 58, IMPase cell inh -2 and ALOX15B inhib 0%.
Screening Cc1ccc(C)c2[nH]c(=O)c(CN(CCN3CCCC3)C(=O)Nc3cccc(Cl)c3)cc12 returned ALOX12 inhib -18%, PNC assembly inh 52, IMPase cell inh 14 and ALOX15B inhib 31%[activator].
Cc1cc2oc(=O)cc(CN3CCCc4ccccc43)c2cc1C was read as ALOX12 inhib -19%, PNC assembly inh -1, IMPase cell inh 0 and ALOX15B inhib 8%.
`COc1cc2c(cc1OC)CN(C(=O)c1cc3ccccc3oc1=O)CC2` gave ALOX12 inhib -1%, PNC assembly inh -13, IMPase cell inh -1 and ALOX15B inhib 8%.
CCOc1ccc(C(C)=O)cc1CC(C(N)=O)C(N)=O was read as ALOX12 inhib 2%, PNC assembly inh 15, IMPase cell inh -9 and ALOX15B inhib 2%.
For COc1cc([N+](=O)[O-])cc(CN2CCCCC2)c1O the results were ALOX12 inhib -7%, PNC assembly inh -5, IMPase cell inh 8 and ALOX15B inhib 2%.
Screening CC(=O)N[C@H](CS)C(=O)O returned ALOX12 inhib 9% and ALOX15B inhib 16%.
Screening CCc1c(C)sc(NC(=O)C2CC2c2ccccc2)c1C(N)=O (stereo not drawn) returned ALOX12 inhib 1%, PNC assembly inh 29, IMPase cell inh inconclusive and ALOX15B inhib -1%.
`CC(C)Sc1cc(N2CCCC2)nc(-c2ccc(F)cc2)n1` gave ALOX12 inhib -5%, PNC assembly inh 2, IMPase cell inh 3 and ALOX15B inhib 15%.
Cn1cnnc1SC1c2cccc3cccc(c23)C1NS(=O)(=O)c1ccccc1 (stereo not drawn) was read as ALOX12 inhib 3% and PNC assembly inh inconclusive.
COc1ccc2[nH]c(=O)c(CN(Cc3ccccc3)Cc3nnnn3CC3CCCO3)cc2c1 (stereo not drawn) was read as ALOX12 inhib -13%, PNC assembly inh -25, IMPase cell inh -1 and ALOX15B inhib 5%.
O=C(C1CCC1)N1CCc2cc(S(=O)(=O)N3CCCCC3)ccc21 was read as ALOX12 inhib -2%, PNC assembly inh -18, IMPase cell inh 2 and ALOX15B inhib -3%.
`COc1ccc(CCNc2oc(-c3ccc(OC)c(OC)c3)nc2P(=O)(OC)OC)cc1OC` gave ALOX12 inhib -6%, PNC assembly inh -1 and IMPase cell inh -20.
For O=C(C(Cl)Cl)N1c2ccccc2OCC1c1ccccc1 (stereo not drawn) the results were ALOX12 inhib 5%, PNC assembly inh inconclusive, IMPase cell inh 9 and ALOX15B inhib -9%.
Screening Cc1ccc(-n2nnnc2SCC(=O)Nc2c(C)n(C)n(-c3ccccc3)c2=O)cc1 returned ALOX12 inhib -4%, PNC assembly inh inconclusive, IMPase cell inh 2 and ALOX15B inhib 1%.
For C=CCn1c(Cc2csc(N)n2)nnc1SCC(=O)Nc1ccc(C(=O)OCC)cc1 the results were ALOX12 inhib -1%, PNC assembly inh inconclusive, IMPase cell inh 2 and ALOX15B inhib 26%.
Cc1ccc2[nH]cc(C(=O)CCl)c2c1 was read as ALOX12 inhib 4%, PNC assembly inh 31 and IMPase cell inh 15.
`O=C(CN(c1ccc(F)cc1)S(=O)(=O)c1ccc2c(c1)OCCO2)NCc1cccnc1` gave ALOX12 inhib 3%, PNC assembly inh 23, IMPase cell inh -2 and ALOX15B inhib 2%.
Screening Cn1c(=O)c(Sc2ccc(Cl)cc2)c(O)c2ccccc21 returned ALOX12 inhib -4% and PNC assembly inh -25.
Screening COc1ccc(CNC(=O)c2cnc(C)cn2)cc1 returned ALOX12 inhib 9%, PNC assembly inh 22, IMPase cell inh -2 and ALOX15B inhib 2%.
CCOC(=O)c1c(NC(=O)CSc2nnc(-c3cccnc3)o2)sc2c1CCC2 was read as ALOX12 inhib 1%, PNC assembly inh -100* and IMPase cell inh -11.
For O=C(NCCN1CCN(c2ccccc2)CC1)C1(S(=O)(=O)c2ccc(Cl)cc2)CC1 the results were ALOX12 inhib -13%, PNC assembly inh -11, IMPase cell inh 4 and ALOX15B inhib 12%.
For O=C1NC(=Nc2ccccc2)c2ccc([N+](=O)[O-])cc21 the results were ALOX12 inhib -3% and PNC assembly inh 19.
Screening CCc1ccc2c(c1)C(C)=CC(C)(C)N2 returned ALOX12 inhib -14%, PNC assembly inh 2, IMPase cell inh inconclusive and ALOX15B inhib inconclusive.
For CCCn1c(O)c(CN2CCCC(C)C2)c(C)c(C#N)c1=O (stereo not drawn) the results were ALOX12 inhib -12%, PNC assembly inh -6, IMPase cell inh -4 and ALOX15B inhib 4%.
Screening Cc1sc(-c2ccncc2)nc1OC(=O)c1ccccc1 returned ALOX12 inhib 0%, PNC assembly inh -9, IMPase cell inh -2 and ALOX15B inhib 11%.
For COc1ccc(C2C3=C(CCCC3=O)Nc3nc(SCc4ccc(C(=O)O)cc4)nn32)cc1OC (stereo not drawn) the results were ALOX12 inhib -1%, PNC assembly inh 51, IMPase cell inh inconclusive and ALOX15B inhib 4%.
For O=C(Nc1nnc(-c2ccco2)s1)c1ccccc1 the results were ALOX12 inhib -1%, PNC assembly inh 34, IMPase cell inh 2 and ALOX15B inhib 5%.
`COCCN(Cc1ccccc1)C(=S)Nc1ccc(OC(F)F)cc1` gave ALOX12 inhib -1% and PNC assembly inh 12.
`CCOC(=O)N1CCC(NCCNC(=O)c2cccs2)CC1` gave ALOX12 inhib -1%, PNC assembly inh inconclusive, IMPase cell inh -1 and ALOX15B inhib 10%[2.29 µM].
`O=C(c1ccncc1)N1CCC2(CC1)CCN(c1cccc(-c3ccccc3)c1)CC2` gave ALOX12 inhib -4% and ALOX15B inhib 25%.
For Cc1c(Br)c(=O)oc2c(C)c(O)ccc12 the results were ALOX12 inhib -2% and PNC assembly inh -30.

Gathered by group, the entries above containing a COOH group.
Screening CC(=O)N[C@H](CS)C(=O)O returned ALOX12 inhib 9% and ALOX15B inhib 16%.
For COc1ccc(C2C3=C(CCCC3=O)Nc3nc(SCc4ccc(C(=O)O)cc4)nn32)cc1OC (stereo not drawn) the results were ALOX12 inhib -1%, PNC assembly inh 51, IMPase cell inh inconclusive and ALOX15B inhib 4%.

Structures from the list above that have a thiophene ring, fused or not:
CCCn1nnnc1NC(=O)c1cccs1 was read as ALOX12 inhib -2%, PNC assembly inh 58, IMPase cell inh -2 and ALOX15B inhib 0%.
Screening CCc1c(C)sc(NC(=O)C2CC2c2ccccc2)c1C(N)=O (stereo not drawn) returned ALOX12 inhib 1%, PNC assembly inh 29, IMPase cell inh inconclusive and ALOX15B inhib -1%.
CCOC(=O)c1c(NC(=O)CSc2nnc(-c3cccnc3)o2)sc2c1CCC2 was read as ALOX12 inhib 1%, PNC assembly inh -100* and IMPase cell inh -11.
`CCOC(=O)N1CCC(NCCNC(=O)c2cccs2)CC1` gave ALOX12 inhib -1%, PNC assembly inh inconclusive, IMPase cell inh -1 and ALOX15B inhib 10%[2.29 µM].

Next section
CCn1c(SCC(=O)Nc2cccc(C(C)=O)c2)nnc1C(C)C was read as ALOX12 inhib 3%, PNC assembly inh 16, IMPase cell inh -4 and ALOX15B inhib 0%.
Cc1ccc(S(=O)(=O)N=Nc2c(O)[nH]c3cc(O)c(C(=O)O)cc23)cc1 was read as ALOX12 inhib -3%[11.4 µM] and ALOX15B inhib inconclusive.
Cc1cc(NC(=O)CCC(=O)N(Cc2ccco2)C(C(=O)NC2CCCC2)c2ccccc2C)no1 (stereo not drawn) was read as ALOX12 inhib 5%, PNC assembly inh 0 and IMPase cell inh 13.
COc1ccc(C(=O)NC(C)c2cc(OC)c(OC)cc2Br)cc1 (stereo not drawn) was read as ALOX12 inhib 0%, PNC assembly inh inconclusive, IMPase cell inh -5 and ALOX15B inhib -4%.
CCN1CCN(C(=O)CCc2nc3ccccc3n2-c2ccccc2)CC1 was read as ALOX12 inhib 3% and PNC assembly inh -22.
Screening Cc1[nH]nc2c1C(c1ccoc1)C(C#N)=C(N)O2 (stereo not drawn) returned ALOX12 inhib -1%, PNC assembly inh 33, IMPase cell inh 7 and ALOX15B inhib 2%.
For Cc1ccc(-c2nnn(CC(=O)Nc3ccccc3N3CCOCC3)n2)cc1 the results were ALOX12 inhib -5%, PNC assembly inh -26, IMPase cell inh -1 and ALOX15B inhib 9%.
Screening N#CCC1c2ccccc2CCN1C(=O)Nc1cccc(Cl)c1 (stereo not drawn) returned ALOX12 inhib -1%, PNC assembly inh 25, IMPase cell inh 10 and ALOX15B inhib 1%.
Screening COc1cccc(/C=N/n2nnc3c(cnn3-c3ccccc3)c2=O)c1 returned ALOX12 inhib 8%, PNC assembly inh 84 and IMPase cell inh 8.
For CC(=O)c1ccc(NC(=O)CN2CCN(c3ncccn3)CC2)cc1 the results were ALOX12 inhib -14%, PNC assembly inh 18, IMPase cell inh -9 and ALOX15B inhib -6%.
`CCN1C(=O)C2C(C1=O)N1C(c3cccs3)C3C(=O)N(CC)C(=O)C3N1C2c1cccs1` (stereo not drawn) gave ALOX12 inhib -1%, PNC assembly inh 16, IMPase cell inh -2 and ALOX15B inhib -1%.
Cn1c(N/N=C/c2cccs2)cc(=O)n(C)c1=O was read as ALOX12 inhib 1%, PNC assembly inh 3, IMPase cell inh 1 and ALOX15B inhib -9%.
For COc1cccc(-c2cc(C(F)(F)F)c3c(N)c(C#N)sc3n2)c1 the results were ALOX12 inhib 3%, PNC assembly inh 2 and IMPase cell inh 4.
`Cc1ccc(NC(=O)C2CCCN2S(=O)(=O)c2ccc3c(c2)CCC(=O)N3)cc1Cl` (stereo not drawn) gave ALOX12 inhib 0%, PNC assembly inh 37, IMPase cell inh -6 and ALOX15B inhib 4%.
Screening CC(=O)c1c(C)n(C)c2ccc(O)cc12 returned ALOX12 inhib -14%, PNC assembly inh -20, IMPase cell inh -9 and ALOX15B inhib -9%.
For CC(=O)NC(CC(=O)Nc1cccc(S(=O)(=O)N2CCCCC2)c1)c1ccccc1 (stereo not drawn) the results were ALOX12 inhib -1%, PNC assembly inh inconclusive, IMPase cell inh 0 and ALOX15B inhib 5%.
Screening COc1cccc(NC(=O)Nc2ccc3c(c2)N(C)C(=O)CS3)c1 returned ALOX12 inhib -2%, PNC assembly inh -27, IMPase cell inh -2 and ALOX15B inhib -4%.

The list is partial; the hit share may differ from the screen's.
